Assay outcomes: PubChem, several laboratories
RSV CPE inhibition – RSV antiviral activity via CPE protection, HEp-2 cells, primary 10 µM value included (AID 2391). CPE inhibition, % at 10 µM; hits with a dose series show IC50 in µM. HEp-2 cells, RSV-induced CPE inhibition; higher % means a stronger effect. 310,000 tested, 0.13% active; in the data active = a potency from the dose series; also: strong numbers were not always called active
SV40 large T antigen – SV40 large T antigen inhibitors, biochemical (AID 1903); SV40 large T antigen ATPase/helicase inhibition assay; higher % means a stronger effect; inhibition, % at 20 µM; hits with a dose series show IC50 in µM; 310,000 tested, 0.39% active; in the data active = a potency from the dose series; also: strong numbers were not always called active
MgcRacGAP inhibition – MgcRacGAP GTPase-activating activity inhibitors, confirmation, biochemical, ADP Hunter fluorescence; Rac GTPase-activating protein 1 (Homo sapiens); 340,000 tested, 0.6% active; one-dose inhibition, % at 30 µM; IC50 in µM for titrated hits; MgcRacGAP-stimulated Rac1 GTP hydrolysis, ADP Hunter fluorescence; higher % means a stronger effect; GST-tagged Rac1 F28L mutant substrate; AID 624330, 2012;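 active = first-screen hits whose inhibition reached a set limit at any dose in the follow-up dose series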;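 also: fluorescence reports GDP produced by GAP-driven GTP hydrolysis; strong numbers were not always called active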
Myeloid diff MLP – induction of myeloid progenitor differentiation, primary screen, cell-based, flow cytometry, MLPCN library; ER-HoxA9 myeloid progenitors, lysozyme-GFP differentiation; calls only at 10 µM; 360,000 tested, 1% active;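 active = normalized GFP-positive differentiation at or above the plate's own cutoff, the solvent-only control mean plus 3 SD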;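 also: cells exposed to compound for four days before flow analysis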
T cell HTS – modulators of CD8 T cell-vesicle binding, primary screen, mouse 2C CD8+ T cells, flow cytometry. 2C CD8+ T cell-vesicle binding; active compounds read low. calls only at 7 µM. 330,000 tested, 0.068% active. AID 2052, 2009;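 active = response, share of CD8 T cells binding vesicles, and their 90th percentile fluorescence all below set limits, cut at about 80% in these data, passing the limit was not always enough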
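material = purified 2C TCR transgenic mouse naive CD8+ T cells | controls = Unloaded micro-vesicles (low), QL9 vesicles with 0.7% DMSO (high) | detection = cytometric PE anti-B7-1 and Alexa647 anti-CD8 signals after 1% paraformaldehyde fixation | incubation = binding step 1.5 h, 37 °C, antibody labelling 20 min, ice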
bCat nuc transl – modulators of beta-catenin nuclear translocation, primary screen, imaging, HeLa cells, immunofluorescence, high-content; AID 1665, 2009; 190,000 tested, 0.3% active; nuclear translocation activity, % at 5 µM;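 active = nuclear translocation activity above 50% at 5 µM, with a well cell count of 50 or more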;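 also: per-cell ratio of nuclear to cytoplasmic median beta-catenin stain intensity; plate controls were DMSO negative control for no effect and GSK-3 inhibitor IX positive control for full effect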
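test system = HeLa cells, endogenous beta-catenin | dosing = single 5 µM dose plus 0.02–20 µM confirmation series | times = compound treatment 24 h, 37°C, 5% CO2 | technique = beta-catenin immunofluorescence imaging with DAPI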
WT yeast gro inh – growth inhibition of WT strain, primary screen, mitochondrial fusion inhibitor project, WT and mutant strains, chemical genetic | mitochondrial fusion phenotypic screen | 190,000 tested, 2.1% active | inhibition, % at 10 µM | AID 1362, 2008; in the data active = inhibition above about 58%; tested in S. cerevisiae
West Nile virus CPE – West Nile virus antiviral activity, cell-based, CPE readout (AID 1621). West Nile virus-infected cells, CPE inhibition; higher % means a stronger effect. one-dose CPE inhibition, % at 10 µM; IC50 in µM for titrated hits. 290,000 tested, 0.02% active; in the data active = a potency from the dose series; also: strong numbers were not always called active
Salmonella PhoP GFP – inhibitors of PhoP regulon expression, primary screen, Salmonella Typhimurium, GFP reporter (AID 1863); 300,000 tested, 0.16% active; inhibition, % at 50 µM, or IC50 in µM where a hit was titrated; S. Typhimurium PhoP-regulated promoter GFP reporter, 4 h; higher % means a stronger effect;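 active = inhibition over 29.93%, a cutoff 3 SD above the screen mean, later confirmed by dose response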;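 also: 0% = low Mg2+ inducing control and 100% = high Mg2+ repressing control; strong numbers were not always called active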
WT yeast gro inh mutant strain – further read-out of WT yeast gro inh, marked with its call; inhibition, %; mitochondrial fusion phenotypic screen, mutant strain inhibition
bCat nuc transl cell count 5 µM – second read-out of bCat nuc transl, no call of its own (marks repeat the call); cell count; measured here: cell count, cytotoxicity flag
T cell HTS vesicle-bound % – also measured in T cell HTS; calls as there; double positive events, %; measured here: CD8+ vesicle-bound cell fraction;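 binding gate set so that unloaded-vesicle control wells show 10% double positive cells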
Myeloid diff MLP GFP+ MAC1+ % – also measured in Myeloid diff MLP; calls as there; GFP+ MAC1+ double positive, %; measured here: differentiation confirmed by MAC1 staining
* hit, by the source's call; i = inactive; / = no result given.

SMILES	RSV CPE inhibition	SV40 large T antigen	MgcRacGAP inhibition	Myeloid diff MLP	Myeloid diff MLP GFP+ MAC1+ %	T cell HTS	T cell HTS vesicle-bound %	bCat nuc transl	bCat nuc transl cell count 5 µM	WT yeast gro inh	WT yeast gro inh mutant strain	West Nile virus CPE	Salmonella PhoP GFP
CCN1C(=O)C(=O)N(CC(=O)c2cc(C)n(C3CC3)c2C)C1=O	0.9%	/	1%	i	0.1	i	35	/	/	/	/	/	/
COc1cccc(C(=O)Nc2ccc(S(=O)(=O)N3CCCCC3)cc2)c1OC	7.2%	4%	-8%	i	5.9	i	44	/	/	/	/	0.2%	7%
COc1ccc(OCCOC(=O)CNS(=O)(=O)c2ccc(SC)c([N+](=O)[O-])c2)cc1	1.0%	8%	9%	i	0.3	i	38	/	/	/	/	/	-3%
N#CCCn1cc(C(=O)Nc2cccc(C(=O)O)c2)c(-c2ccc(Cl)cc2)n1	1.7%	12%	2%	i	0.4	i	49	/	/	/	/	0.0%	-1%
CCOc1cc(C2NC(=O)NC(C)=C2C(=O)OCc2ccccc2)ccc1O (stereo unspecified)	1.9%	12%	3%	i	2.2	i	22	2.5	611	13	9	-0.4%	-4%
Cc1noc(C(C)C)c1C(=O)Nc1ccc(-c2nnc3n2CCCCC3)cc1	0.5%	/	-2%	i	0.4	i	48	/	/	/	/	/	/
CCCn1nc(C(=O)N(C)CC(=O)Nc2ccc(OCC)c(OCC)c2)c2ccccc2c1=O	0.0%	/	10%	i	1.1	i	25	/	/	/	/	/	/
O=C(Nc1c(F)cc(F)cc1Br)c1ccco1	-0.1%	3%	4%	i	0.5	i	8	-0.2	1043	0	4	-0.2%	20%
Cc1ccc(C)c(C(=O)CC2(O)C(=O)N(C)c3ccccc32)c1 (stereo unspecified)	0.4%	18%	5%	i	1.5	i	49	-5.5	1077	5	-8	0.0%	1%
CCOC(=O)c1ccc(NCn2c(=O)oc3ccccc32)cc1	-2.0%	-2%	6%	i	0.5	i	29	-3.9	1226	14	3	-0.1%	1%
CCCOc1nc(C)cc(COC)c1C(N)=O	2.8%	7%	5%	i	1.1	i	51	1.6	1071	0	10	0.1%	-3%
CCCOc1ccc(CCN2CCC(=O)NC2=O)cc1C	1.6%	10%	1%	i	1.3	i	59	-0.3	1398	5	12	-0.1%	-5%
CCOc1ccc(CCNC(=O)COC(=O)c2cc(S(=O)(=O)N3CCOCC3)ccc2F)cc1OCC	0.4%	-9%	3%	i	0.8	i	11	/	/	/	/	-0.6%	0%
CCN(CC)S(=O)(=O)c1cccc(C(=O)Oc2cccc(NC(=O)c3cccs3)c2)c1	2.4%	7%	2%	i	0.7	i	13	-0.3	1007	-13	-15	-0.2%	13%
CN(CC(=O)Nc1cccc(F)c1)C(=O)c1cccc(S(=O)(=O)N2CCN(c3ccccc3)CC2)c1	14%	7%	9%	i	0.0	i	30	/	/	/	/	-0.5%	9%
C/C(CC(=O)Nc1ccccn1)=N\NC(=O)c1ccncc1	0.4%	4%	/	/	/	i	14	/	/	/	/	0.4%	-1%
CCOc1ccc(/C=C2\SC(=S)NC2=O)cc1OC	-0.5%	13%	13%	i	0.8	i	38	-0.7	985	44	34	0.5%	-2%
Cc1ccc(CCN2CC(C(=O)NC(C)C)CC2=O)cc1 (stereo unspecified)	0.5%	12%	5%	i	0.8	i	30	/	/	/	/	-0.3%	-1%
Cc1ccc2c(c1C)NC(=O)C21N2CCCC2C(C(=O)c2ccc3ccccc3c2)C12C(=O)Nc1ccccc12 (stereo unspecified)	/	/	-9%	i	0.3	/	/	2.2	1365	/	/	-0.1%	1%
COc1ccc(C)cc1-n1nnnc1SCc1nc2ccccc2c(=O)[nH]1	0.5%	6%	6%	i	0.1	i	45	3.0	1176	-2	17	-1.4%	-1%
O=C(N/N=C/c1cc2c(cc1Br)OCO2)c1cc2ccccc2o1	1.7%	10%	9%	i	1.1	i	7	/	/	/	/	-1.1%	-21%
CCOC(=O)c1ccc(NC(=S)N2CCN(c3ccc(N4CCOCC4)nn3)CC2)cc1	0.2%	2%	2%	i	0.0	i	45	-1.6	1142	3	-8	0.3%	0%
COc1ccc(CN2CCN(C(=O)CC(C)C)CC2)cc1	0.2%	5%	26%	i	0.3	i	41	/	/	/	/	-0.3%	-2%
CNC(=O)c1c(Cl)cnn1-c1ccc(C)cc1	1.8%	11%	0%	i	0.4	i	54	-0.3	1080	-9	6	0.4%	-2%
CN(c1ccccc1)S(=O)(=O)c1ccc(NC(=O)c2ccc(F)cc2)cc1	19%	14%	4%	i	0.8	i	45	/	/	/	/	/	/

Three entries from above, ordered by the number in SV40 large T antigen, lowest first:
SMILES	RSV CPE inhibition	SV40 large T antigen	MgcRacGAP inhibition	Myeloid diff MLP GFP+ MAC1+ %	T cell HTS	T cell HTS vesicle-bound %	WT yeast gro inh mutant strain	West Nile virus CPE	Salmonella PhoP GFP
CCOc1ccc(CCNC(=O)COC(=O)c2cc(S(=O)(=O)N3CCOCC3)ccc2F)cc1OCC	0.4%	-9%	3%	0.8	i	11	/	-0.6%	0%
COc1ccc(CN2CCN(C(=O)CC(C)C)CC2)cc1	0.2%	5%	26%	0.3	i	41	/	-0.3%	-2%
Cc1ccc(CCN2CC(C(=O)NC(C)C)CC2=O)cc1 (stereo unspecified)	0.5%	12%	5%	0.8	i	30	/	-0.3%	-1%

The list continues.
SMILES	RSV CPE inhibition	SV40 large T antigen	MgcRacGAP inhibition	Myeloid diff MLP	Myeloid diff MLP GFP+ MAC1+ %	T cell HTS	T cell HTS vesicle-bound %	bCat nuc transl	bCat nuc transl cell count 5 µM	WT yeast gro inh	WT yeast gro inh mutant strain	West Nile virus CPE	Salmonella PhoP GFP
COc1ccc(N2CCN(C(=O)CCS(=O)(=O)c3ccc4c(c3)CCN4C(=O)C3CC3)CC2)cc1	10%	0%	21%	i	15	i	4	/	/	/	/	-0.3%	7%
CSc1ncccc1C(=O)Nc1nc2ccc(S(C)(=O)=O)cc2s1	1.4%	8%	3%	i	0.1	i	24	0.4	1227	4	6	0.1%	-11%
COc1ccc(C(CNC(=O)C(=O)NC2CCCC2)N2CCN(C)CC2)cc1 (stereo unspecified)	-2.6%	7%	6%	i	0.9	i	40	/	/	/	/	/	-3%
COc1ccc(-c2nc(-c3ccccc3)nc(Cl)c2C#N)cc1	3.7%	10%	6%	i	1.3	i	50	/	/	-8	3	-0.6%	-6%
C=CCc1c(C)nc(SC)nc1Nc1ccc(C(C)=O)cc1	5.2%	3%	20%	i	0.7	i	31	-0.3	1171	-1	-4	0.3%	-2%
C=CCn1c(C)c(C(C)=O)c(N2CCOCC2)nc1=S	4.9%	9%	11%	i	0.9	i	48	-2.6	1216	10	15	0.1%	-3%
COC(C(=O)NNC(=O)Cc1ccc(Cl)cc1)c1ccccc1 (stereo unspecified)	3.6%	10%	12%	i	0.8	i	40	0.5	1368	/	/	0.5%	-3%
CN(C)c1ccc(Cl)cc1N	0.8%	2%	-2%	i	0.6	i	50	-2.9	1042	0	-2	0.3%	1%
CCCC(=O)Nc1nnc(S(=O)(=O)N(CC)c2ccc(OC)cc2)s1	5.3%	3%	/	i	0.3	i	26	/	/	/	/	-1.0%	1%
CCOC(=O)[C@@H]1[C@H]2COc3ccccc3[C@@H]2N2C(=O)N(c3ccccc3)C(=O)[C@@]12C	0.8%	7%	5%	i	1.6	i	12	/	/	/	/	-1.3%	4%
Cn1c(=O)oc2cc(S(=O)(=O)CCC(=O)N3CCN(c4ccccc4)CC3)ccc21	-0.4%	-3%	7%	i	2.8	i	32	/	/	/	/	-0.5%	-7%
N#CC1=C(N)OC2=C(C(=O)CCC2)C1C1C=CCCC1 (stereo unspecified)	4.1%	7%	8%	i	1.4	i	34	-2.4	1022	1	-1	0.2%	10%
CC(C)NCCCCOc1ccc(Br)cc1Cl	0.2%	-2%	15%	i	0.1	i	61	-2.7	1040	8	12	-0.2%	7%
O=C(NCCCN1CCCCC1)c1ccc(CS(=O)c2ccc(F)cc2)o1 (stereo unspecified)	1.9%	7%	-5%	i	0.9	i	4	/	/	/	/	0.2%	-4%
O=C(COc1ccc(F)cc1)N(Cc1ccc(Cl)cc1)C1CCS(=O)(=O)C1 (stereo unspecified)	3.7%	16%	16%	i	9.7	i	54	/	/	/	/	-0.7%	-5%
CS(=O)(=O)c1ccc(Cl)c(NC(=O)C2CC(=O)N(c3ccc4c(c3)OCCO4)C2)c1 (stereo unspecified)	1.7%	15%	-1%	i	0.7	i	10	/	/	/	/	0.0%	-2%
CCCn1nc(C(=O)NCC2COc3ccccc3O2)c2ccccc2c1=O (stereo unspecified)	-0.2%	/	5%	i	0.7	i	43	/	/	/	/	/	/
O=S(=O)(c1cccc2nonc12)N1CCN(c2ccccc2F)CC1	0.2%	5%	9%	i	0.2	i	45	-3.2	1067	5	-12	-1.3%	7%
CC(C)CNC(=O)COc1ncnc2sccc12	0.2%	8%	6%	i	0.1	i	50	-4.1	991	-24	4	0.0%	1%
Cc1nc2ccc(Br)cn2c(=O)c1Cl	1.6%	1%	2%	i	1.0	i	33	-1.5	1209	-11	1	-0.2%	4%
CCc1ccc2c(CSc3nnnn3C)cc(=O)oc2c1	4.1%	6%	9%	i	0.3	i	17	-0.6	1292	/	/	-0.3%	-5%
CCOC(=O)c1nn(-c2ccc(OCC)cc2)c(C)c1C(C)=O	3.0%	4%	1%	i	0.2	i	40	0.2	507	-8	-14	-0.3%	-7%
O=C(COC(=O)c1ccccn1)c1cccc(Br)c1	0.7%	-6%	8%	i	2.3	i	60	/	/	/	/	0.2%	5%
CCSC1=NCCN1C(=O)c1c(-c2ccccc2Cl)noc1C	-0.9%	5%	-4%	i	0.4	i	22	-3.2	1235	4	16	-0.8%	-7%
Cc1ccc(Nc2ccc(N)cc2S(=O)(=O)O)cc1	1.4%	22%	40µM*	i	0.7	i	41	3.3	979	/	/	0.0%	12%

Random draw from the library (roughly 3.6% active in at least one column).
